West Nile virus CPE: inhibition of WNV-induced cytopathic effect – cell-based, CPE readout (AID 1621) | West Nile virus-infected cells, CPE inhibition; higher % means a stronger effect | CPE inhibition, % at 10 µM; hits with a dose series show IC50 in µM | hit rate 0.02% among 290,000; in the data active = a potency from the dose series; inconclusive = CPE inhibition mostly from about 3.7% at the one dose, without a potency; inactive = the rest, 99 in 100 with CPE inhibition below about 2.2%; also: strong numbers were not always called active
T cell modulator: T cell immune modulation candidate. 2C CD8+ T cell-vesicle binding, flow cytometry; hits give low values. calls only at 7 µM. hit rate 0.068% among 330,000. AID 2052;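 active = response, share of CD8 T cells binding vesicles, and their 90th percentile fluorescence all below set limits, cut at about 80% in these data, passing the limit was not always enough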
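Test system: purified 2C TCR transgenic mouse naive CD8+ T cells. Probe or stimulus: QL9-peptide-loaded Drosophila micro-vesicles bearing Ld, ICAM-1 and B7-1. Incubation: binding step 1.5 h, 37 °C, antibody labelling 20 min, ice. Measured by: flow cytometry of vesicle-bound cells.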
MT stabilize HCS: microtubule stabilizers in HeLa cells; HeLa tubulin immunostaining HCS, 24 h; share of cells brighter than vehicle mean+2SD; % tubulin-high responders, % at 10 µM; hit rate 0.83% among 200,000; AID 2205;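 active = plate Z-score above 3 for both tubulin-high and condensed-nucleus cell shares, with cell loss under 80%, at 10 µM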;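 also: anti alpha tubulin signal scored within the nucleus-defined area of each cell; some results filed as inactive read as strong as hits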
Myeloid diff MLP: myeloid differentiation induction. ER-HoxA9 myeloid progenitors, lysozyme-GFP differentiation, flow cytometry. calls only at 10 µM. hit rate 1% among 360,000;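 active = normalized GFP-positive differentiation at or above the plate's own cutoff, the solvent-only control mean plus 3 SD; inconclusive = no clear call, values can overlap the other calls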;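 also: cells exposed to compound for four days before flow analysis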
Ins promoter up: MIN6 insulin promoter up-regulation. hit rate 0.3% among 190,000. AID 1625. MIN6 insulin promoter-GFP reporter, high-content imaging; hits give high values. z-score at 5 µM;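 active = z-score above 3 at 5 µM with at least 500 cells counted in the well; inconclusive = wells under 500 cells, flagged as cytotoxic or low count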
Lipid droplet: modulators of hepatic lipid droplet formation; AML12 mouse hepatocytes, oleate lipid droplets, BODIPY imaging; inhibition, % at 6.5 µM; hit rate 0.4% among 240,000;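 active = lipid droplet intensity inhibited by at least 50%, with more than 500 cells counted; inconclusive = wells with under 300 cells, treated as cytotoxic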
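Technique: fluorescence imaging, 20x objective, two fields per well / Assay system: AML12 hepatocytes (mouse) / Measure: % inhibition of lipid droplet signal / Doses: 6.5 µM single-point dosing / Incubation: overnight exposure / Reagent: 100 µM oleic acid challenge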
WT yeast gro inh: growth inhibition of WT yeast, mitochondrial fusion screen | mitochondrial fusion phenotypic screen, WT strain | hit rate 2.1% among 190,000 | inhibition, % at 10 µM | AID 1362; in the data active = inhibition above about 58%; tested in S. cerevisiae
Autophagy HCS: modulators of autophagy; MEF GFP-LC3 puncta imaging; test concentration mostly 10 µM; AID 463193; calls only at 10 µM (by protocol); hit rate 0.98% among 190,000;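 active = percentage of spot-positive cells more than 3 SD above its plate mean, without a fluorescence outlier flag or 80% toxicity; inconclusive = no clear call, values can overlap the other calls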;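 also: spot-positive cell cutoff set from DMSO-treated cells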
b-catenin transl: alters nuclear translocation of beta-catenin in HeLa cells; immunofluorescence imaging; nuclear translocation activity, % at 5 µM; hit rate 0.3% among 190,000; AID 1665;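 active = nuclear translocation activity above 50% at 5 µM, with a well cell count of 50 or more; inconclusive = wells under 50 cells across six images, flagged as toxic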;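 also: per-cell ratio of nuclear to cytoplasmic median beta-catenin stain intensity; plate controls were DMSO negative control for no effect and GSK-3 inhibitor IX positive control for full effect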
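System: HeLa cells, endogenous beta-catenin; compound dosing: 5 µM primary single dose, 0.1% DMSO, 0.02–20 µM confirmation series; incubation: 24 h compound exposure at 37°C, 5% CO2; signal: beta-catenin immunofluorescence imaging with DAPI; evaluation: % activation, nuclear-to-cytoplasmic median beta-catenin signal ratio per cell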
WT yeast gro inh mutant strain: further read-out of WT yeast gro inh, marked with its call; inhibition, %; mitochondrial fusion phenotypic screen, mutant strain inhibition
Ins promoter up cell count: further read-out of Ins promoter up, marked with its call; cell count; measured here: cytotoxicity, nuclei count;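 total cells summed across four imaged fields per well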
Lipid droplet cells 6.5 µM: recorded beside Lipid droplet, whose call it bears; cell count; measured here: cell count, cytotoxicity flag;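 cells counted across two imaged fields per well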
b-catenin transl cell count 5 µM: further read-out of b-catenin transl, marked with its call; cell count; measured here: cell count, cytotoxicity flag
T cell modulator vesicle-bound %: recorded beside T cell modulator, whose call it bears; double positive events, %; measured here: CD8+ vesicle-bound cell fraction;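 binding gate set so that unloaded-vesicle control wells show 10% double positive cells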
MT stabilize HCS Hoechst-high %: further read-out of MT stabilize HCS, marked with its call; % Hoechst-high responders; measured here: nuclear condensation Hoechst responders;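 share of cells brighter than vehicle mean plus two SD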
MT stabilize HCS cytotoxicity %: second read-out of MT stabilize HCS, no call of its own (marks repeat the call); toxicity, %; measured here: cytotoxicity by cell density;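 0% = mean cell density of plate MIN control wells and 100% = no cells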
Autophagy HCS cell loss 18 h: second read-out of Autophagy HCS, no call of its own (marks repeat the call); toxicity, %; measured here: cell loss, nuclei count;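 cell loss after 18 h compound exposure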
Myeloid diff MLP GFP+ MAC1+ %: also measured in Myeloid diff MLP; calls as there; GFP+ MAC1+ double positive, %; measured here: differentiation confirmed by MAC1 staining
* hit, by the source's call; i = inactive; ? = inconclusive; / = not tested or not shown.

SMILES	West Nile virus CPE	T cell modulator	T cell modulator vesicle-bound %	MT stabilize HCS	MT stabilize HCS Hoechst-high %	MT stabilize HCS cytotoxicity %	Myeloid diff MLP	Myeloid diff MLP GFP+ MAC1+ %	Ins promoter up	Ins promoter up cell count	Lipid droplet	Lipid droplet cells 6.5 µM	WT yeast gro inh	WT yeast gro inh mutant strain	Autophagy HCS	Autophagy HCS cell loss 18 h	b-catenin transl	b-catenin transl cell count 5 µM
Cc1ccnc(SCC(=O)c2cccc([N+](=O)[O-])c2)n1	-1.1%	i	6.2	5.2	0.5	8.0	i	0.4	-0.51	1473	4.3	575	-15.5	3.6	i	12.5	-1.9	1105
Cc1nc(COC(=O)c2ccc(S(=O)(=O)N3CCCC3)cc2)cs1	0.3%	i	64.2	5.4	2.6	9.7	i	0.5	0.14	1189	/	/	16.5	-0.8	i	1.9	-6.6	831
Cc1cc(C(F)(F)F)nc(SCC(=O)Nc2cc(C)on2)n1	1.5%	i	18.6	3.2	2.2	6.8	i	1.3	-0.38	777	/	/	21.1	2.4	i	0.2	-1.4	1139
CC(=O)Nc1ccc(C(=O)OCC(=O)Nc2ccccc2Sc2ccccc2)cc1	0.1%	i	3.9	2.4	2.7	12.3	i	0.4	0.58	1372	-0.1	577	83.0*	42.6*	i	16.5	-3.0	552
Cc1ccc(C(=O)NCCCNC(=O)c2ccco2)cn1	0.3%	i	9.5	/	/	/	i	2.6	/	/	1.9	700	/	/	/	/	/	/
CCCCC(=O)NC(c1ccccc1OC)c1ccc2cccnc2c1O (stereo not drawn)	?	i	13.1	/	/	/	?	/	-0.92	1108	-33.7	689	/	/	/	/	0.4	1229
COc1ccc(CCNC(=O)c2cc(S(=O)(=O)N3CCCC3)cn2C)cc1OC	0.0%	i	27.9	/	/	/	i	1.9	/	/	-8.9	784	/	/	/	/	/	/
O=C(Nc1ccc(S(=O)(=O)Nc2cnc3ccccc3n2)cc1)c1ccc([N+](=O)[O-])cc1Cl	-1.2%	i	60.5	/	/	/	i	0.3	/	/	16.8	849	/	/	/	/	/	/
Cc1cc2cc(CNC(=S)NC3CCCCC3)ccc2n1C	-0.7%	i	28.0	1.6	1.7	1.8	i	0.3	0.03	1299	3.1	695	14.3	5.4	i	-8.0	-0.1	1099
O=S(=O)(Nc1ccc(Cl)cn1)c1cnc(Cl)c(Br)c1	0.8%	i	15.2	/	/	/	i	0.4	0.05	1060	0.2	681	/	/	/	/	0.6	1316
O=C1OCc2cc(NC(=O)C3COc4ccccc4O3)ccc21 (stereo not drawn)	/	i	48.0	5.1	2.5	2.2	i	2.7	-0.42	1313	14.5	672	-0.4	-0.2	i	-43.8	1.1	538
COC(=O)c1cc(C#N)c(=O)[nH]c1C	0.6%	i	53.1	1.6	2.4	9.4	i	0.1	-0.13	1218	10.2	711	-2.4	6.6	i	-7.3	-4.5	1112
CCOc1ccc(NC(=S)N2CCN(C/C=C/c3ccccc3)CC2)cc1	-0.7%	i	36.4	3.5	3.1	7.8	i	0.6	-0.95	1138	23.1	640	19.6	40.5	i	13.8	-1.0	977
COc1ccc(C(=O)N/N=C/c2ccc3cccc(O)c3n2)cc1	-0.3%	i	33.8	3.0	2.6	4.3	i	0.1	-1.33	1125	-1.5	688	-2.4	-8.3	i	-40.3	2.1	1054
CC1CCCC(NC(=O)CCC(=O)N2CCOc3ccccc32)C1C (stereo not drawn)	0.2%	i	30.3	/	/	/	i	2.0	/	/	-10.3	672	/	/	/	/	/	/
COc1ccc(CCNC(=O)c2c(C)nn(-c3ccccc3)c2Cl)cc1OC	0.1%	i	22.7	/	/	/	i	1.3	/	/	2.1	702	/	/	/	/	/	/
O=C(c1ccc(Cl)cc1)c1ccc(CN2C(=O)c3ccccc3C2=O)o1	-0.3%	i	30.1	3.5	1.5	2.4	i	0.8	-0.22	1413	/	/	10.8	33.6	i	-1.8	-0.8	791
Cc1ccc(S(=O)(=O)N(CCC(=O)O)Cc2ccc(Cl)cc2)cc1	0.3%	i	36.3	0.8	1.4	8.4	i	1.1	/	/	5.6	763	11.4	9.6	i	6.0	-13.9	1254
C=CCOc1cccc(CNCCCN2CCOCC2)c1	0.8%	i	31.1	1.4	1.7	9.5	i	0.4	0.57	1364	16.4	640	-21.6	-2.8	i	4.3	1.7	1550
O=C(Nc1cccc(Cl)c1)Nc1nnc(-c2ccccc2)o1	0.4%	i	45.7	2.7	2.0	3.8	i	1.0	-0.18	1546	/	/	-11.3	-0.4	i	-21.3	-2.2	1396
CC1(C)CC(=O)C=C(Nc2ccc3c(c2)OCCO3)C1	0.4%	i	47.5	3.3	3.2	9.2	i	1.4	-1.03	1250	/	/	-2.2	-0.9	i	-9.3	-1.4	792
CC(c1n[nH]c(=S)n1Cc1ccccc1)N(C)C (stereo not drawn)	0.3%	i	26.3	4.3	3.5	2.8	i	1.0	0.19	1711	4.0	685	-20.3	0.9	i	19.0	-1.7	1011
C=CCSc1nc2[nH]ncc2c(=O)[nH]1	0.1%	i	35.5	3.3	2.3	9.5	i	0.4	-0.13	1265	-1.4	693	3.5	11.9	i	3.2	-2.2	1137
COc1ccc(CCNC(=O)CCc2ccc(OC)cc2)cc1	-0.1%	i	32.8	/	/	/	i	0.5	/	/	-4.5	774	/	/	/	/	/	/
CC1(C)CC(=O)C(C=NCCc2ccc(S(N)(=O)=O)cc2)=C(O)C1	0.1%	i	24.5	2.3	0.1	28.5	i	1.5	0.37	1312	0.4	733	-16.3	-12.0	i	2.6	-0.3	1099
O=S(=O)(c1ccc(Cl)cc1)N1CCN(c2nc(-c3cccs3)nc3ccccc23)CC1	0.0%	/	/	4.0	3.9	6.5	i	0.3	-0.2	1427	27.0	643	-3.9	-11.8	i	-10.1	-0.2	581
COc1ccc(F)cc1S(=O)(=O)N1CCN(Cc2ccc3c(c2)OCO3)CC1	0.5%	i	40.4	2.6	0.7	22.2	i	0.8	-0.54	1404	-7.2	737	4.7	1.3	i	2.6	0.9	1080
CN(C)CCCN(C(=O)CCc1ccccc1)c1nc2ccc(F)cc2s1	2.1%	i	42.6	3.0	3.6	6.1	i	0.5	-0.67	1255	-1.9	534	89.0*	81.3*	i	5.0	-2.6	1150
CCc1cccc(NC(=O)CSC2=NS(=O)(=O)c3ccccc32)c1	-0.5%	i	28.1	1.4	5.0	6.8	i	2.6	0.06	937	/	/	-12.1	-7.7	i	-2.5	4.7	1142
O=C(Nc1ccccn1)C(F)(F)C(F)(F)C(F)(F)C(F)(F)C(=O)Nc1ccccn1	-0.1%	i	49.1	2.6	1.8	5.7	i	0.7	1.43	1456	20.0	536	-7.0	6.8	i	-22.9	1.4	1139
Cc1ccc2[nH]c(=O)c(-c3noc(C(C)C)n3)cc2c1	0.1%	i	39.3	1.7	4.4	9.6	i	2.7	-0.33	1061	/	/	21.1	11.2	i	-0.2	/	/
CN1C(=O)N(CN2CCCCC2)C2C1N(C)C(=O)N2CN1CCCCC1 (stereo not drawn)	0.7%	i	54.4	2.4	1.3	0.0	i	0.3	-0.02	1246	5.2	629	-1.2	-1.9	i	-12.4	2.0	1081
Cc1ccc(N(Cc2ccc(C(=O)NC3CCCCC3)cc2)S(C)(=O)=O)cc1C	0.2%	i	13.5	1.4	2.0	6.4	i	0.9	-0.04	725	3.1	732	-9.3	-11.8	i	-8.5	-5.9	1107
COCCSc1ccccc1C(=O)NCc1ccc(S(N)(=O)=O)cc1	0.2%	i	34.9	1.9	0.8	6.9	i	7.0	-0.05	858	-1.0	830	-4.8	-3.5	i	-0.5	/	/
CN(C)c1ccc(N2C(=NC(=O)COc3ccccc3)SC3CS(=O)(=O)CC32)cc1 (stereo not drawn)	-0.6%	i	1.8	/	/	/	i	2.0	/	/	-33.4	751	/	/	/	/	/	/
c1ccc(COc2ccc(OCCOCCn3cncn3)cc2)cc1	-0.7%	i	42.6	2.8	2.1	8.6	i	1.0	-0.36	1259	-1.6	634	13.5	17.1	i	15.4	/	/
COc1ccc(S(=O)(=O)Nc2cccnc2)c(Cl)c1Cl	0.0%	i	43.3	5.0	2.0	6.8	i	0.5	-0.24	1459	0.5	706	-20.6	-16.4	i	10.2	-0.4	955
CCOc1cc(C(=S)N2CCOCC2)ccc1OC(=O)c1cc(OC)c(OC)c(OC)c1	-1.4%	i	64.9	/	/	/	i	0.4	/	/	9.0	828	/	/	/	/	/	/
O=C(CSc1nnc(-c2cccs2)n1-c1ccccc1)N1CCCc2ccccc21	-0.6%	i	36.4	1.3	1.0	2.5	i	1.0	-0.95	907	2.7	764	-7.3	-5.9	i	3.2	/	/
Cn1c(NC(=O)c2ccc(F)c(F)c2)cc(=O)n(C)c1=O	0.1%	i	44.0	2.9	2.0	6.5	i	4.2	-0.32	2068	4.8	648	5.3	-0.8	i	-11.8	-1.0	1247
O=C(NC1CCCCC1)c1cc2nc3c(c(C(F)(F)F)n2n1)CCCC3	0.1%	i	17.6	4.3	2.0	5.2	i	0.8	0.24	1152	-43.9	564	27.5	11.8	i	10.2	7.2	586
CSc1sc(C(=O)N2CCCCC2)c(-c2cccs2)c1C#N	0.1%	i	45.4	/	/	/	i	0.4	0.31	1478	-15.1	706	/	/	/	/	-1.1	1380

Bioassay records: PubChem, several laboratories
